Mito fusion yeast – mitochondrial division inhibition or fusion activation | S. cerevisiae fusion-defective mutant growth rescue, CellTiterGlo 48 h | Potency, µM (highest dose often 46.1 µM), without a hit: top-dose growth rescue (activation), most hits filed as activators | 0.23% of 320,000 active;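 also: potency is read from the fitted curve at half-maximal effect; % of control where 0% means no effect; nearly all actives have a fitted effect of over 45% in size; temperature-sensitive fusion mutants such as fzo1-1 at 37 °C on non-fermentable ethanol glycerol medium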
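Temperature-sensitive fusion-defective S. cerevisiae (e.g. fzo1-1, mgm1-5) were grown with compound in YPEG medium (3% ethanol, 3% glycerol) for 48 hours at 37C. Growth rescue was measured as viability by CellTiterGlo luminescence after 10 minutes at ambient.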
B2AR arrestin – agonists driving beta-arrestin recruitment to human beta2-adrenergic receptor | P07550 | 0.02% of 330,000 active | Potency, µM (highest dose often 46.1 µM), for inactives: at the highest dose activation, most hits filed as activators | beta-arrestin recruitment to beta2AR, cell-based reporter;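 also: potency is read from the fitted curve at half-maximal effect; 0% = DMSO controls and full agonism = EC100 isoproterenol or metaproterenol; nearly all actives have a fitted effect of over 65% in size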
Target sequence (P07550 whole entry, looked up): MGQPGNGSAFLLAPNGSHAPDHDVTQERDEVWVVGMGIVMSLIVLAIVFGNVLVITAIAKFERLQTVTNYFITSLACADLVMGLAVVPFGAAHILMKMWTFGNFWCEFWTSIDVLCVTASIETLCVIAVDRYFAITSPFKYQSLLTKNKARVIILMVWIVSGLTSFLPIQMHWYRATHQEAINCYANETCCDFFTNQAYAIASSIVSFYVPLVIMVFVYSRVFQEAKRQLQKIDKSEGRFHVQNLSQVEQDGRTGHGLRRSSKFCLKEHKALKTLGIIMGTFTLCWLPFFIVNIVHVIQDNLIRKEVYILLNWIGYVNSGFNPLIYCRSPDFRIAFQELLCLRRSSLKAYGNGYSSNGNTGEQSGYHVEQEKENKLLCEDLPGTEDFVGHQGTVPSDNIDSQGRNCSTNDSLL
Chronic BCR inh – inhibitors of chronic active B-cell receptor signaling. ABC-DLBCL IkBa-CBG/CBR reporter, luminescence ratio, 4 h. Potency, µM (series often up to 46.1 µM), for inactives: top-dose ratio change, negative = lower green/red ratio, most hits filed as inhibitors. 0.05% of 340,000 active. AID 493014; active = well fitted inhibition curve with a large enough effect in the signal ratio, with a control signal flat, not every such curve was filed as active; inconclusive = small, poorly fitted or top-dose-only effect, or effect the other way, or a change in a side signal; the % refers to the signal ratio;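 also: potency is read from the fitted curve at half-maximal effect; plate controls were basal doxycycline-induced cells for no effect and cells given 10 µM MG132 for full effect; MG132 reads +100%, hits lower the ratio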
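TMD8 human ABC-DLBCL cells with doxycycline-inducible IκBα–green luciferase fusion and unfused red luciferase, in 0.5% FBS medium; compounds up to 46 uM, 4 h at 37C. Green/red luminescence ratio, filter-overlap corrected, fitted to concentration-response curves.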
uPA generation – inhibitors of cell surface uPA generation | AID 540303 | Potency, µM (top dose mostly 38.3 µM), for the others: at the highest dose activity change, negative = inhibition, actives largely listed as inhibitors | 0.31% of 330,000 active | cell surface uPA generation assay, qHTS; active = well fitted inhibition curve with a large enough effect; inconclusive = small, poorly fitted or top-dose-only effect; inactive = no such curve, though single readings can be large or run the other way; tested in mouse RAW 264.7 cells; also: potency is read from the fitted curve at half-maximal effect; % is scaled to controls: 0 for no effect and ±100 for the full control effect; nearly all actives have a fitted effect of over 55% in size
Tb PFK inh – blocks T. brucei phosphofructokinase; AID 485367; 0.17% of 330,000 active; O15648; T. brucei PFK, ADP-Glo luminescence; Potency, µM (doses to about 57.5 µM), for inactives: at the top dose activity, negative = inhibition, usual class: inhibitors;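 also: potency is read from the fitted curve at half-maximal effect; 0% = uninhibited 1x PFK enzyme wells and -100% = no-enzyme wells; nearly all actives have a fitted effect of over 60% in size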
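Luminescent ADP detection (ADP-Glo, two-step: ATP depletion then ADP-to-ATP conversion for luciferase) reported PFK activity after 45 min room-temperature reaction of 1.25 nM enzyme with 0.5 mM F6P and 0.1 mM ATP at pH 8.0.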
TSG101-PTAP inh – blocks PTAP/TSG101 interaction to inhibit HIV-1 budding | Q99816 | 340,000 tested, under 10 active | Fluorescence polarization, FITC-PTAP peptide / Tsg101 binding | Potency, µM (doses to about 115 µM), for the others: top-dose activity change, negative = inhibition, actives largely listed as inhibitors; active = well fitted inhibition curve with a large enough effect in the main read-out, with a control signal flat, not every such curve was filed as active; inconclusive = small, poorly fitted or top-dose-only effect, or effect the other way, or a change in a side signal; inactive = no such curve, though single readings can be large or run the other way; also: potency is read from the fitted curve at half-maximal effect; % of control where 0% means no effect
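FP read-out: FITC-PTAP peptide, 50 nM final, binding Tsg101 binding domain, 10 uM final; 20 min, r.t.; 10 mM HEPES pH 7.5, 0.15 M NaCl, 0.01% Tween 20, 3 mM EDTA, 0.1 mM TCEP.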
USP2a block – blocks human ubiquitin-specific protease USP2a | Potency, µM (titrated, usually from 38.3 µM), for inactives: top-dose activity change, negative = inhibition, usual class: inhibitors | USP2 core, Ub-CHOP2 coupled fluorogenic reporter, 485/531 | AID 463254 | 0.01% of 330,000 active | O75604;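 also: potency is read from the fitted curve at half-maximal effect; plate controls were DMSO wells for no effect and full inhibition by NEM control for full effect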
Target sequence (O75604 whole entry, looked up): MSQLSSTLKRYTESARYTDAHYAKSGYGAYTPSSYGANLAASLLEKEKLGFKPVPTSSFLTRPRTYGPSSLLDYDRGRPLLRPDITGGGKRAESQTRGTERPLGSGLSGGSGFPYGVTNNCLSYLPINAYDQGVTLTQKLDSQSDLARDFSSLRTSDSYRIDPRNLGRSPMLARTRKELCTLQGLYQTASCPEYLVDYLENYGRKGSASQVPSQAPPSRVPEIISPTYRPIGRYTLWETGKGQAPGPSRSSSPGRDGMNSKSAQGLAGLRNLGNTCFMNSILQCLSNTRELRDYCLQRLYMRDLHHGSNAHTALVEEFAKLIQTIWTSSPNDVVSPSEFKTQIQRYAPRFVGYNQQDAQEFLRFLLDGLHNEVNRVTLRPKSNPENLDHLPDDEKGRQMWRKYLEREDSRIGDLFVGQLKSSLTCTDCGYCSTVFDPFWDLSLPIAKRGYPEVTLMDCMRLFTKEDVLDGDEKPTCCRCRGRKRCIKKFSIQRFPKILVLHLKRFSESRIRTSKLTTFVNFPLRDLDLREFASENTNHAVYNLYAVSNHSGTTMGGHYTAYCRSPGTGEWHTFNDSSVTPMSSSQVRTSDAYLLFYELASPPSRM
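USP2 core (10nM final) preincubated 30min RT with compound in 20mM Tris-HCl pH 8.0, 2mM CaCl2, 2mM beta-mercaptoethanol, 0.05% CHAPS; 25nM Ub-CHOP2 plus 25nM reporter substrate added, fluorescence (Ex485/Em531) read after 60min.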
TSHR antag – human thyrotropin receptor antagonism | activity change, negative = inhibition, % at 11.5 µM | AID 504810 | TSHR-expressing cells, TSH-stimulated cAMP HTRF, 2 h; stronger effect = lower value | P16473 | 0.2% of 330,000 active;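 active = activity change below a set negative limit, meaning inhibition stronger than a set level, cut at about -70% in these data; inconclusive = activity change between two set negative limits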; also: % is scaled to controls: 0 for no effect and ±100 for the full control effect
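Cell-based HTRF cAMP assay; TSHR cells + compound, TSH EC80 (4nM final), 2 h, 37 deg C. Lysis with anti-cAMP cryptate and cAMP-d2, 30 min RT, read 665/620 nm.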
TCR activator – activators of T cell receptors | primary human leukocytes, anti-CD3, IL-2 HTRF, 48 h | Potency, µM (doses to about 9.22 µM), without a hit: top-dose activation of IL-2 secretion, usual class: activators | 330,000 tested, under 10 active | AID 504894; also: % of control where 0% means no effect
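Human primary leukocytes + a-CD3 beads + cpd, 48 hr; IL-2 in supernatant by HTRF (ex 320nm / em 665nm). No co-stimulatory signal supplied.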
ELG1 repair inh – blocks ELG1-dependent DNA repair in HEK293T cells; HEK293T ELG1-luciferase reporter, luminescence, 16 h; DNA damage induced by 5-fluorouridine; Potency, µM (series often up to 46.1 µM), inactives show at the top dose activity change, negative = inhibition, actives largely listed as inhibitors; 2.3% of 330,000 active; AID 504467; also: potency is read from the fitted curve at half-maximal effect; % is scaled to controls: 0 for no effect and ±100 for the full control effect; nearly all actives have a fitted effect of over 55% in size
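DMSO vehicle served as the neutral condition. Each well held 2,000 cells given 5-fluorouridine plus compound; after 16 hr at 37 °C/5% CO2, ONE-Glo was added and luciferase measured 30 min later.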
Eya2 inh – Eya2 (human) phosphatase inhibition; O00167; recombinant Eya2, OMFP fluorescence dephosphorylation (OMFP is methylfluorescein phosphate); Potency, µM (series often up to 76.9 µM), inactives show top-dose activity, negative = inhibition, actives largely listed as inhibitors; 0.006% of 330,000 active; also: potency is read from the fitted curve at half-maximal effect; % is scaled to controls: 0 for no effect and ±100 for the full control effect
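Eya2 protein (added as 0.2 uM solution) was preincubated with compound for 10 min at ambient temperature in 50 mM HEPES pH 7.5, 50 mM NaCl, 5 uM MgCl2, 0.05% BSA, 1 mM DTT. OMFP (added at 50 uM) then reacted 10 min; fluorescence read at 485/525 nm.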
* hit, by the source's call; u = inconclusive; x = not tested or not shown; [ ] = another dose, or the depositor's remark. Unless noted, calls follow the shape of the dose curve; as a rule, active = well fitted curve in the direction sought with a large enough effect; inconclusive = small, poorly fitted or top-dose-only effect, or another doubt; inactive = no such curve, though single readings can be large; an effect the other way counts as inactive or inconclusive. An unsorted share of the library. Share with any hit: about 3%.

SMILES	Mito fusion yeast	B2AR arrestin	Chronic BCR inh	uPA generation	Tb PFK inh	TSG101-PTAP inh	USP2a block	TSHR antag	TCR activator	ELG1 repair inh	Eya2 inh
O=C(O)[C@H](CSCc1ccccc1)NS(=O)(=O)c1ccc(F)cc1	1%	-0.3%	-2%	3%	3%	-10%	0%	10	-13%[46.1 µM]	10%	1%
Cc1cccc2nc(CSc3nc4[nH]ncc4c(=O)n3-c3cccc(Cl)c3)cc(=O)n12	7%	7.4%	u	14%	-1%	2%	2%	19	-9%	21µM*	-3%
Cc1ccc(S(=O)(=O)NCc2ccccc2)cc1C(=O)N(C)Cc1ccc(F)cc1	6%	-0.2%	1%	0%	4%	-8%	-1%	3	0%	-10%	-15%
CC(=O)NNC(=S)Nc1cc(S(=O)(=O)N(C)C)ccc1C	-2%	-0.2%	0%	0%	0%	0%	-1%	5	2%[46.1 µM]	-5%	4%
NS(=O)(=O)c1cccc(NC(=O)CSc2nnc(-c3ccccc3)o2)c1	x	-0.2%	u	-8%	-1%	-5%	-6%	8	2%	u	3%
C=CCNC(=O)C1CCN(c2c([N+](=O)[O-])cc(C(F)(F)F)cc2[N+](=O)[O-])CC1	4%	0.3%	-2%	2%	-3%	-1%	2%	12	-1%	31%	15%
Cc1ccc(Cl)c(NC(=O)COC(=O)c2nn(C)c(=O)c3ccccc23)c1Cl	-7%	-1.0%	-3%	2%	4%	0%	1%	-5	x	18%	-10%
Cc1nc2ccccn2c1C(=O)OCC#N	2%	-0.1%	-1%	-3%	0%	-9%	4%	-11	-1%	4%	-1%
O=C(c1ccccc1Cl)N(C(=O)c1ccccc1Cl)c1nccc(-c2cccs2)n1	0%	0.3%	u	-4%	-1%	-1%	0%	-6	-3%	5%	4%
CCCCN1C(=O)c2ccc(C(=O)NCc3ccco3)cc2C1=O	2%	-0.4%	u	-10%	-2%	-7%	-1%	12	-6%	-8%	-12%
CC[C@@]1(C(=O)OC)N[C@H](CN(C)C(=O)C2CCCCC2)[C@@H]2C(=O)N(C)C(=O)[C@@H]21	x	-1.0%	-2%	19%	-1%	-3%	2%	-6	6%	14%	0%
Cc1ccc(NCCc2ccc(C)nc2)cc1	-3%	0.0%	17%	1%	4%	-5%	2%	-2	8%	u	-30%
COc1ccc2c(c1)oc1c(SCc3nc4ccccc4[nH]3)nc(C)nc12	x	-0.2%	-12%	u	9%	6%	4%	7	0%	u	7%
Cc1ccc(NC(=O)COc2ccccc2C(N)=O)cc1S(=O)(=O)N1CCCCCC1	4%	0.5%	u	-27%	10%	-5%	-10%	u	4%	u	7%
NC(=O)c1ccc(NC(=O)COC(=O)CCN2C(=O)c3ccccc3C2=O)cc1	x	-1.1%	1%	-4%	4%	-7%	0%	10	1%	3%	8%
Cc1ccc(S(=O)(=O)N2CCc3cc4c(cc3C2C)OCCCO4)cc1 (configuration not stated)	-5%	-0.2%	-3%	-5%	-1%	-6%	-1%	-7	-2%	-30%	-3%
CN(C)c1ccc(/C=N/NC(=O)C2COc3ccccc3O2)o1 (configuration not stated)	-1%	0.5%	-6%	-3%	-17%	0%	3%	1	0%[46.1 µM]	-8%	5%
CCOC(=O)c1c(C)[nH]c(C(=O)CN2C(=O)NC(C)(c3ccc4ccccc4c3)C2=O)c1C (configuration not stated)	-22%	0.4%	u	-18%	2%	x	-1%	13	x	16µM*	-1%
COc1ccc(/C=N/n2cnc3scc(-c4cccs4)c3c2=O)cc1OC	-9%	-0.1%	u	-2%	8%	-7%	-11%	1	2%[46.1 µM]	u	4%
COc1ccc(OC)c(-c2cc(C(=O)Nc3cccc(Cl)c3)no2)c1	4%	-1.0%	u	x	6%	-3%	1%	-3	4%	13%	-8%
COc1ccccc1NC(=O)C1CCCN1S(=O)(=O)c1ccc(Cl)cc1 (configuration not stated)	20%	-0.3%	1%	-2%	-16%	-1%	-1%	4	-10%	u	-5%
Cc1ccc(-n2nnc3c(=O)n(CC(=O)OCc4ccccc4)cnc32)cc1	-5%	-0.4%	-3%	1%	-2%	-5%	1%	-2	-9%	3%	-2%
Cc1cc(-c2n[nH]c(=S)n2Cc2ccco2)nn1C	-1%	-1.1%	-1%	2%	0%	-2%	4%	0	1%[46.1 µM]	12%	-3%
COC(=O)C1CCN(C(=O)C2CCN(C(=O)[C@@H](NS(=O)(=O)c3ccc(C)cc3)C(C)C)CC2)CC1	u	0.0%	0%	1%	4%	-3%	-4%	12	-2%	-3%	2%
COc1ccc(-c2nn(-c3ccccc3)cc2C(=O)O)cc1OC	1%	10%	1%	-15%	2%	-3%	5%	-15	4%	13%	-7%

Next section (two carried over from the part before).
SMILES	Mito fusion yeast	B2AR arrestin	Chronic BCR inh	uPA generation	Tb PFK inh	TSG101-PTAP inh	USP2a block	TSHR antag	TCR activator	ELG1 repair inh	Eya2 inh
COC(=O)C1CCN(C(=O)C2CCN(C(=O)[C@@H](NS(=O)(=O)c3ccc(C)cc3)C(C)C)CC2)CC1	u	0.0%	0%	1%	4%	-3%	-4%	12	-2%	-3%	2%
COc1ccc(-c2nn(-c3ccccc3)cc2C(=O)O)cc1OC	1%	10%	1%	-15%	2%	-3%	5%	-15	4%	13%	-7%
O=C(COc1cc(O)c2c(=O)c3ccccc3oc2c1)OCc1ccccc1	-14%[9.22 µM]	-0.2%	-24%	-1%	3%	2%	8%	-9	1%	8%	1%
CCC(=O)NC1=C(NC(C)c2ccccc2)C(=O)c2ccccc2C1=O (configuration not stated)	-10%	0.5%	u	-4%	1%	-6%	-8%	-20	8%	-23%	-24%
CCCCOP(=O)(c1ccc(N(C)C)cc1)C(O)c1ccncc1 (configuration not stated)	4%	-0.8%	-1%	3%	1%	-6%	1%	10	-2%	-3%	15%[15.4 µM]
CCN1C(Nc2ccccc2)=NC[C@@H]1Cc1ccccc1	2%	0.5%	u	4%	-1%	1%	-1%	-7	2%	u	8%
Cc1oc(-c2ccccc2)cc1C(=O)NC1CCN(Cc2ccccc2)CC1	-9%	2.5%	u	11%	5%	-5%	1%	3	4%	-6%	6%
O=C1NC[C@@H](Cc2ccc(O)cc2)N(CC2CCCCC2)C1=O	-4%	-0.5%	u	9%	-5%	-8%	0%	0	-3%	15%	0%
CC1Oc2ccccc2OC1C(=O)Nc1ccccn1 (configuration not stated)	28%	-0.4%	-3%	-6%	-4%	-1%	3%	-4	1%[46.1 µM]	-1%	9%

Arranged by SMILES length (lowest first): part of the list above
SMILES	Mito fusion yeast	B2AR arrestin	Chronic BCR inh	uPA generation	Tb PFK inh	TSG101-PTAP inh	USP2a block	TSHR antag	TCR activator	ELG1 repair inh	Eya2 inh
CC1Oc2ccccc2OC1C(=O)Nc1ccccn1 (configuration not stated)	28%	-0.4%	-3%	-6%	-4%	-1%	3%	-4	1%[46.1 µM]	-1%	9%
CCN1C(Nc2ccccc2)=NC[C@@H]1Cc1ccccc1	2%	0.5%	u	4%	-1%	1%	-1%	-7	2%	u	8%
CCCCOP(=O)(c1ccc(N(C)C)cc1)C(O)c1ccncc1 (configuration not stated)	4%	-0.8%	-1%	3%	1%	-6%	1%	10	-2%	-3%	15%[15.4 µM]
O=C1NC[C@@H](Cc2ccc(O)cc2)N(CC2CCCCC2)C1=O	-4%	-0.5%	u	9%	-5%	-8%	0%	0	-3%	15%	0%
O=C(COc1cc(O)c2c(=O)c3ccccc3oc2c1)OCc1ccccc1	-14%[9.22 µM]	-0.2%	-24%	-1%	3%	2%	8%	-9	1%	8%	1%
COC(=O)C1CCN(C(=O)C2CCN(C(=O)[C@@H](NS(=O)(=O)c3ccc(C)cc3)C(C)C)CC2)CC1	u	0.0%	0%	1%	4%	-3%	-4%	12	-2%	-3%	2%

Screening results from PubChem BioAssay.
